CHT block: inhibitors of human choline transporter CHT; High affinity choline transporter 1 (Homo sapiens), Q9GZV3; CHT-expressing cells, membrane potential dye, choline response; active compounds read low; B-score at 10 µM; hit rate 0.86% among 310,000; AID 488975, 2010;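 active = B-score over 3 SD under the library average, and starting fluorescence ratio not unusually high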;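 note: choline stimulus applied at its EC90 after an EC20 pre-addition; B-score computed on integrated fluorescence ratio after choline addition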
Target sequence (Q9GZV3 whole entry, looked up): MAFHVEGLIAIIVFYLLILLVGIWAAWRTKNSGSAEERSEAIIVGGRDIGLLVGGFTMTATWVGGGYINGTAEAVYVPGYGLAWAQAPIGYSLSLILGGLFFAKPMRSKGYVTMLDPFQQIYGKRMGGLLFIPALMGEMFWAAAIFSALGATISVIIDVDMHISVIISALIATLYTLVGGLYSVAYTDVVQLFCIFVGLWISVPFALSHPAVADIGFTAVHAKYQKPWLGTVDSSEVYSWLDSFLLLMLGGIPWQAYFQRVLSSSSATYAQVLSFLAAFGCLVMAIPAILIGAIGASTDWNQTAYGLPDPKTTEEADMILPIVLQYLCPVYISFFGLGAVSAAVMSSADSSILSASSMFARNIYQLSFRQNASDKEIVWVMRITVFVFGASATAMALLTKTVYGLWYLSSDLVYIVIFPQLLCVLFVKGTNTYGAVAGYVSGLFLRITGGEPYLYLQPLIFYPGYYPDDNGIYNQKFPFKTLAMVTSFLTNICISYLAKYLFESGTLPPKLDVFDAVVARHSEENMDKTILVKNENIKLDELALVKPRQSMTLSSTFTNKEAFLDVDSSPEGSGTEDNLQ
Kir21 block: inhibitors of mouse Kir2.1 inward-rectifier potassium channel; AID 1672, 2009; HEK293-Kir2.1, FluxOR thallium flux fluorescence; active compounds read low; Inward rectifier potassium channel 2 (Mus musculus), P35561; B-score at 10 µM; hit rate 0.85% among 310,000;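 active = fluorescence ratio B-score at or below minus 3 SD of library scores, with starting-brightness B-score within 2 SD, cut at about -4.2 in these data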;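 note: channel flux triggered by added potassium and thallium sulfate stimulus; B-score of peak minus minimum fluorescence over baseline after thallium stimulus; more negative B-score means stronger Kir2.1 block with less thallium influx; some compounds called inactive have numbers as strong as hits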
Target sequence (P35561 whole entry, looked up): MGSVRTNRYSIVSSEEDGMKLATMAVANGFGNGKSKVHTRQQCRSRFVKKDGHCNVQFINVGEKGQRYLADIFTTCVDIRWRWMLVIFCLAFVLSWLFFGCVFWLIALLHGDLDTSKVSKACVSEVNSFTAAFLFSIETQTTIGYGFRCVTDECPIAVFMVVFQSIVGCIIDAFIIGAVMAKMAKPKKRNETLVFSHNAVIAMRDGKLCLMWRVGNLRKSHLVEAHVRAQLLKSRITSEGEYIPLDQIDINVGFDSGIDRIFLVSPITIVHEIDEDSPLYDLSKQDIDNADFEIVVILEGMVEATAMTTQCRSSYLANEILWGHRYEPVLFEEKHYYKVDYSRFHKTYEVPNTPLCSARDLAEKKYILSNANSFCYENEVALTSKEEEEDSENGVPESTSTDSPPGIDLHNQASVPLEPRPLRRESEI
The depositor's hits bear a star; i = inactive; x = not tested or not shown.

SMILES	CHT block	Kir21 block
Cc1csc(SC(C)C(=O)NCc2ccc3c(c2)OCO3)n1 (stereo unspecified)	i	-0.92
N#Cc1c(Nc2ccccc2)c(/C=N/N=C/c2ccccc2)c[nH]c1=O	i	0.67
COc1ccc(C(=O)NCC(C)(C)CNC(=O)c2ccc(OC)c(OC)c2)cc1OC	i	0.6
CSCCC(=O)N1CCCC(N2CCN(c3cccc(C(F)(F)F)c3)CC2)C1 (stereo unspecified)	i	0.86
CCOC(=O)N1CCC(NC(=O)c2ccc(NC(=O)C3CCCO3)cc2)CC1 (stereo unspecified)	i	0.55
Cc1cc(C)c(NC(=S)N2CCN(c3ccc([N+](=O)[O-])cn3)CC2)cc1C	i	-0.09
CCc1ccc(S(=O)(=O)c2nnn3c2nc(N2CCOCC2)c2ccccc23)cc1	i	-0.26
Cc1oc2c(cc(NS(=O)(=O)c3ccc(F)cc3)c3ccccc32)c1C(=O)O	i	-0.18
Cc1ccc(-c2nc(CN(C)C)cc(CN(C)C)c2O)cc1	i	x
CCOC(=O)N1CCN(C(=O)c2cnc3n(c2=O)CCS3)CC1	i	0.6
O=C(O)c1ccc(CSc2nc3ccc(NC(=O)c4ccccc4C(=O)O)cc3s2)cc1	i	-1.3
CC(C)Nc1ccc(C(CC(N)=O)NC(=O)c2ccc(Br)cc2)cc1[N+](=O)[O-] (stereo unspecified)	i	-2.9
CCc1ccc(CNC(=O)c2ccc3nc(C4CCCCC4)oc3c2)nc1	i	0.97
Cc1cccn2c(CNCC3(c4ccccc4)CCCC3)c(C(=O)N3CCOCC3)nc12	i	-0.27
C=CCNC(=O)C(=O)c1cccn1-c1ccsc1C(=O)OC	i	-0.13
O=C(CCCN1C(=O)/C(=C/c2ccc3c(c2)OCO3)SC1=S)Nc1ccc(C(=O)O)cc1	i	-1.5
COc1ccc(/C=N/NC(=O)c2cccc(NC(=O)c3ccccc3)c2)c(C(=O)O)c1OC	i	0.89
COc1ccc(-c2nc(CN3CCN(Cc4cccc(Cl)c4)CC3)c(C)o2)cc1	i	-1.2
COc1ccc(OC)c(NC(=O)C2CCN(C(=O)C3CC(=O)N(c4ccc(C)cc4)C3)CC2)c1 (stereo unspecified)	i	-0.37
CCCN(CCC)S(=O)(=O)c1ccc(C(=O)Nc2nnc(CSC)o2)cc1	i	1.1
Cn1c(=O)c2c(nc(CN3CCOCC3)n2CC(=O)c2ccccc2)n(C)c1=O	i	0.01
Cc1ccccc1NC(=O)c1cccc(C(=O)Nc2ccccc2C)c1	i	-1.9
CCS(=O)(=O)N1Cc2ccccc2CC1C(=O)Nc1nnc(SCc2ccc(C#N)cc2)s1 (stereo unspecified)	i	-0.65
CCOc1ccc(OCCN2CCCCC2)cc1	i	-0.42
COc1ccc(-c2cnc(SCC(=O)Nc3cc(C)on3)n2Cc2ccco2)cc1	i	-1

New compounds follow
SMILES	CHT block	Kir21 block
Nc1ccccc1/C=N\N=C/c1ccccc1N	i	-1
Cc1oc(-c2cccc(Cl)c2)nc1CN1CCC(C(=O)NCc2ccco2)CC1	i	0.09
O=C1NCN(c2ccccc2)C12CCN(CCCC(c1ccc(F)cc1)c1ccc(F)cc1)CC2	i	-0.15
CCc1cc(/C(Cc2cscn2)=N\O)c(O)cc1O	i	-2.1
Cc1ccc2oc(=O)n(CC(=O)N3CCOCC3)c2c1	i	0.06
O=C(CN(Cc1ccccc1)C(=O)CNS(=O)(=O)c1ccccc1)NCc1ccco1	i	0.13
COc1ccc(Cl)cc1NC(=O)NC1CCCCC1	i	-1.4
Cc1ccc(-n2c(CSc3nc(C)cc(C)n3)nnc2SCC(=O)NCc2ccco2)cc1	i	-0.46
CS(=O)(=O)N1CCN(c2ccc([N+](=O)[O-])c(N3CCOCC3)c2)CC1	i	-1.7
O=C(N/N=C/c1ccc(OCC2COCCO2)cc1)c1ccc(Br)cc1 (stereo unspecified)	i	0.1
Cc1ccc(C(=O)Nc2ncnc3sc4c(c23)CCCCC4)cc1	i	-0.68
COc1ccccc1N(CC(=O)NCc1ccccc1)C(=O)CCC(=O)Nc1ccccn1	i	0.38
CCCOC1CCCN(C(=O)c2ccc(OC3CCN(C(=O)COC)CC3)cc2)C1 (stereo unspecified)	i	-1
COc1ccc(NC(=S)N2c3ccccc3CC2C)cc1OC (stereo unspecified)	i	-0.32
O=C(N1CCN(c2cccc(Cl)c2)CC1)C1(S(=O)(=O)c2ccc(Cl)cc2)CC1	i	2.8
Nc1ncnc2c1ncn2C1CCC(CO)C(O)C1 (stereo unspecified)	i	1.9
COc1ccccc1-n1cnnc1SCC(=O)Nc1cccc(S(N)(=O)=O)c1	i	1.4
O=c1c(Cl)c(Cl)cnn1-c1ccccc1	x	-0.53
Cc1ccc(NC(=O)c2ccc([N+](=O)[O-])o2)cc1C	i	2.5
CC(=O)OCc1c(C(F)(F)F)nn(C)c1Oc1cccc(C(F)(F)F)c1	i	-3.5
CCOc1ccc(NC(=O)CNC(=O)Cc2ccccc2)cc1	x	-0.83
CCC(C(=O)NC1CCCC1)N(C(=O)Cn1nnc(-c2cccs2)n1)c1cnc2ccccc2c1 (stereo unspecified)	i	0.92
COc1ccc(NC2CCCN(C(=O)c3cc(CC(C)C)nc(N)n3)C2)cc1 (stereo unspecified)	i	1.3
CCN(CC(=O)Nc1cc(Cl)ccc1C)C(=O)c1ccc(=O)n(Cc2ccccc2)n1	i	0.7
NS(=O)(=O)c1ccc(NC2=CC(c3ccc([N+](=O)[O-])cc3)N(c3ccc(S(N)(=O)=O)cc3)C2=O)cc1 (stereo unspecified)	i	-1.1

(listing goes on)
SMILES	CHT block	Kir21 block
Cc1cc(C)n(-c2cc(C(C)(C)C)nc3c(-c4ccccc4)cnn23)n1	i	-0.65
COC(C(=O)Nc1ccnn1C1CCN(C(=O)c2cccc(F)c2)CC1)c1ccccc1 (stereo unspecified)	i	0.08
COc1ccc(NC(=O)/C=C/c2cc(OC)c(OC)c(OC)c2)cn1	i	1.2
COCCNC(=O)Cn1cnc2sc(C)c(S(=O)(=O)N3CCN(c4ccccc4OC)CC3)c2c1=O	i	2.5
COC(=O)Nc1snnc1C	i	1
Cc1ccccc1CC1(CO)CCCN(C(=O)c2ccc(F)cc2)C1 (stereo unspecified)	i	1.6
CCN1CCN(c2cc(=O)n(Cc3ccc(F)cc3)c(=O)[nH]2)CC1	i	-1.6
O=C(c1cccc2ccccc12)n1nnc2ccccc21	i	0.4
CC1(C)CC(=O)C(C(C2=C(O)CC(C)(C)CC2=O)c2ccc(Br)s2)C(=O)C1 (stereo unspecified)	i	-7.4*
CCCCN(CC)CCCNC(=S)Nc1ccc2nc3n(c(=O)c2c1)CCCCC3	i	1.9
Cc1cc(C)c(OCCN2CC(C)OC(C)C2)c(Br)c1 (stereo unspecified)	i	0.37
COc1ccc(CNC(=O)c2ccc(C(C)C)cc2)cc1	i	-0.78
O=C(COC(=O)CCc1nc2ccccc2c(=O)[nH]1)NC(c1ccccc1)c1ccccc1	i	0.95
O=[N+]([O-])c1ccc(-n2nnnc2CN2CCCCC2)cc1	i	0.01
NNC(=O)Cn1c(-c2ccccc2)cc(=O)n2ncnc12	i	0.51
Cc1ccc(C(=O)C2=C(O)C(=O)N(CC3CCCO3)C2c2ccccc2F)o1 (stereo unspecified)	i	0.68
O=c1c(-c2ccc(O)cc2)coc2cc(OC3OC(CO)C(O)C(O)C3O)ccc12 (stereo unspecified)	i	1.4
CC1CCCCC1Nc1ncnc2sccc12 (stereo unspecified)	i	0.55
O=C(CN(C1CCCCC1)S(=O)(=O)c1ccccc1)NCc1cccnc1	i	-0.71
Cn1cc2cccc([N+](=O)[O-])c2n1	i	1.5
COc1ccc(Nc2ncc(C(=O)O)c3ccccc23)cc1	i	2.1
COc1cc(Cl)c(NS(=O)(=O)c2ccc(-c3ccc(=O)[nH]n3)o2)c(OC)c1	i	0.27
Cc1ccccc1N1CC(O)(c2cccs2)[N+]2=C1CCCC2 (stereo unspecified)	i	-1.7
COc1cc(CCC(=O)N2CCN(c3ncccn3)CC2)cc(OC)c1OC	i	-0.43
Cc1cccc(N2CCN(C(=O)CSc3ccsc3[N+](=O)[O-])CC2C)c1 (stereo unspecified)	i	-0.06

Next results:
SMILES	CHT block	Kir21 block
CS(=O)(=O)Nc1ccc(C(=O)NCCC2=CCCCC2)cc1	i	0.61
CN(C)C1=NC[C@H](Cc2ccccc2)N1CCc1ccc(F)cc1	i	x
Cc1ccc(Cn2nnnc2CN2CCC(NC(=O)C(C)(C)C)CC2)cc1	i	-0.01
N#Cc1c(-c2cccc(Br)c2)cc(-c2cccnc2)nc1N	i	1.5
Cc1cccc(NC(=O)CSc2nc3ccc(NC(=O)CSc4nnnn4-c4ccccc4)cc3s2)c1C	i	x
Cc1cc(-c2ccc(N3C(=O)CCC3=O)c(C)c2)ccc1N1C(=O)CCC1=O	i	0.06
CCc1ccc(OCC(=O)O/N=C(\N)c2ccncc2)cc1	i	1
CCOc1ccc(CCNC(=O)CSc2nnnn2C)cc1OCC	i	0.36
CCNc1[nH]c(=O)n(C)c(=O)c1N=O	i	0.76
COc1ccccc1Nc1ncc(-c2cccs2)s1	i	1
O=C(CN(C(=O)c1csnn1)c1ccccc1F)NCc1ccc2c(c1)OCO2	i	1.5
COc1ccc(C(=O)N2CC(c3ccccc3)CC2=O)cc1 (stereo unspecified)	i	0.17
CC(C)NC(=O)N(O)C1N(C(C)C)C(=O)N(Cc2ccc3c(c2)OCO3)C1(C)C (stereo unspecified)	i	0.85
CC(=O)n1c2ccccc2c2nc(NC(C)C)sc21	i	-0.19
CCC(C)c1ccccc1OCC(=O)NN1C(=O)c2ccccc2C1=O (stereo unspecified)	i	0.38
CCOC(=O)C1CCCN(Cc2nc(N)nc(Nc3ccc(C)cc3)n2)C1 (stereo unspecified)	i	-2.4
CCOC(=O)/C(=C\c1ccc(C)cc1)NC(=O)c1ccccc1	i	-0.15
Cc1nn(Cc2c(Cl)cccc2Cl)c(C)c1C(=O)NCc1ccc(C)n1C	i	0.01
S=C(NCc1ccco1)N1CCN(c2cccc(Cl)c2)CC1	i	0.18
Cn1c(Cc2ccc3c(c2)OCO3)nnc1SCC(=O)N1CCc2ccccc2C1	i	-1.8
CCOC(=O)/C(C#N)=C/Nc1ccccc1OC	i	1.9
Cc1cc(C(=O)NCC(c2cccs2)N2CCOCC2)ccc1[N+](=O)[O-] (stereo unspecified)	i	-1.3
CCCCn1c(=O)[nH]c(=O)c2c1nc(-c1ccccc1F)n2Cc1ccccc1	i	-0.08
Cc1cc(C)cc(N(CC(=O)O)S(=O)(=O)c2c(C)noc2C)c1	i	-0.96
CCCCC(=NCCc1c(C)[nH]c2ccc(OC)cc12)C1=C(O)CC(c2ccccc2)CC1=O (stereo unspecified)	i	1.3

Next section:
SMILES	CHT block	Kir21 block
CC(C)Oc1ccc(C(CC(=O)N(C)CCC#N)c2ccc(F)cc2)cc1 (stereo unspecified)	i	-1.1
COc1ccc(N2CCN(Cc3cc(=O)oc4cc(C)c(Cl)cc34)CC2)cc1	i	2.2
CCCCC(=O)Nc1cccc(NC(=O)c2ccc3c(c2)OCO3)c1	i	-0.4
COc1ccc(C(=O)Nc2cc3c(cc2C#N)OCO3)cc1S(=O)(=O)N1CCN(C)CC1	i	0.05
CC(NC(=O)COC(=O)/C=C/c1ccc([N+](=O)[O-])cc1)c1ccccc1 (stereo unspecified)	i	0.51
O=CC1=C(N2CCOCC2)/C(=C/c2ccc(Cl)cc2)CC1	i	-3.4
Cc1ccc(Nc2nc(C(=O)N3CCC(C(=O)NC(C)C)CC3)cs2)cc1	i	0.02
CCC(C)n1c(-c2cccc(S(=O)(=O)N(CC)CC)c2)n[nH]c1=S (stereo unspecified)	i	0.16
CC1(C)CC(NCc2ccccc2)CCO1 (stereo unspecified)	i	-0.73
CCOc1ccc(C(CCc2ccccc2)NC(=O)c2ccc(OC)c(OC)c2)cc1OCC (stereo unspecified)	i	0.18
O=S(=O)(c1ccccc1)c1nc(-c2ccco2)oc1NCCN1CCOCC1	i	0.12
O=C(Cn1cc([N+](=O)[O-])cn1)N1CCN(Cc2ccc3c(c2)OCO3)CC1	i	0.66
O=C1CN(C(=O)c2ccc(F)cc2)c2ccccc2N1	i	-0.93
CCc1ccc(C(CC(=O)O)N2Cc3ccccc3C2=O)cc1 (stereo unspecified)	i	0.64
CCCCSc1nc2sc3c(c2c(=O)[nH]1)CCC3	i	-0.28
